ROS inducer: raises reactive oxygen species in U2OS cancer cells; AID 624156; U2OS ROS induction, H2DCF-DA fluorescence; 46,000 tested, 2% active; ROS induction (% of piperlongumine), % at 10 µM; in the data active = ROS induction above about 79%, passing the limit was not always enough; inconclusive = no clear call, values can overlap the other calls;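 also: 0% = DMSO vehicle median and 100% = reference compound median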
An asterisk follows results filed as active.

C[C@H]1CN([C@@H](C)CO)C(=O)c2cc(NC(=O)Cc3cn(C)c4ccccc34)ccc2O[C@@H]1CN(C)C(=O)NC1CCCCC1 was read as ROS inducer 2.
C[C@@H]1CN([C@H](C)CO)C(=O)c2cccc(NC(=O)NC3CCCCC3)c2O[C@@H]1CN(C)C(=O)Nc1cccc2ccccc12 was read as ROS inducer 8.
CC(C)NC(=O)Nc1ccc2c(c1)C(=O)N([C@@H](C)CO)C[C@H](C)[C@@H](CN(C)C(=O)Nc1ccc(C(F)(F)F)cc1)O2 was read as ROS inducer -2.
Screening c1ccc(Cn2c3ccccc3c3nnc(SCc4ccc5nonc5c4)nc32)cc1 returned ROS inducer 22.
`COc1ccc(NC(=O)Nc2cccc3c2O[C@H](CN(C)C(=O)Nc2ccc(OC)cc2)[C@@H](C)CN([C@H](C)CO)C3=O)cc1` gave ROS inducer 14.
O=C(CC(=O)Nc1ccccn1)Nc1ccc2nc3n(c(=O)c2c1)CCCCC3 was read as ROS inducer -11.
Cc1ccc(NC(=O)CCC(=O)c2ccc(Oc3ccccc3)cc2)cc1 was read as ROS inducer -3.
C[C@@H]1CN([C@H](C)CO)C(=O)c2cc(NC(=O)Nc3ccc(C(F)(F)F)cc3)ccc2O[C@@H]1CN(C)Cc1ccc(-c2ccccc2)cc1 was read as ROS inducer -7.
COc1ccc(S(=O)(=O)Nc2ccc3c(c2)C(=O)N([C@H](C)CO)C[C@H](C)[C@@H](CN(C)C(=O)CCC(F)(F)F)OCCCC[C@@H](C)O3)cc1 was read as ROS inducer 19.
C[C@H](CO)N1C[C@H](C)[C@H](CN(C)Cc2ccc(C(F)(F)F)cc2)Oc2c(NC(=O)C3CCOCC3)cccc2C1=O was read as ROS inducer 2.
Screening COc1ccccc1CCNC(=O)Nc1cccc([N+](=O)[O-])c1 returned ROS inducer 1.
For C[C@@H]1CN([C@H](C)CO)C(=O)c2cc(NC(=O)Nc3ccc4c(c3)OCO4)ccc2O[C@@H]1CN(C)Cc1ccc(C(=O)Nc2ccccc2N)cc1 the results were ROS inducer -7.
For CC(C)(SC(=S)N1CCCCCC1)C(=O)O the results were ROS inducer -15.
CC(C)NC(=O)N(C)C[C@H]1Oc2ccc(NS(=O)(=O)c3ccc(F)cc3)cc2C(=O)N([C@H](C)CO)C[C@H]1C was read as ROS inducer -11.
Cc1noc(C)c1S(=O)(=O)N(C)C[C@@H]1OCCCC[C@@H](C)Oc2ccc(NC(=O)CCCCCC(=O)Nc3ccccc3N)cc2C(=O)N([C@H](C)CO)C[C@@H]1C was read as ROS inducer 18.
`C[C@@H]1CCCCO[C@@H](CN(C)C(=O)NC2CCCCC2)[C@@H](C)CN([C@H](C)CO)C(=O)c2cc(NC(=O)Cc3ccccc3)ccc2O1` gave ROS inducer 32.
Screening COc1ccc2cc1Oc1ccc(cc1)C[C@H]1c3cc(c(OC)cc3CCN1C)Oc1c(OC)c(OC)cc3c1[C@H](C2)N(C)CC3 returned ROS inducer 14.
For O=C1C=CC(=O)N1c1ccccc1 the results were ROS inducer 37.
`C[C@H]1CN([C@@H](C)CO)C(=O)c2cc(NS(C)(=O)=O)ccc2O[C@@H]1CN(C)C(=O)NC1CCCCC1` gave ROS inducer 2.
Screening Cc1cc(-c2onc(C)c2C(=O)NC(=O)Nc2ccccc2)no1 returned ROS inducer -3.

Six structures out of the list, arranged by count of non-hydrogen atoms, rising:
For O=C1C=CC(=O)N1c1ccccc1 the results were ROS inducer 37.
For CC(C)(SC(=S)N1CCCCCC1)C(=O)O the results were ROS inducer -15.
Screening COc1ccccc1CCNC(=O)Nc1cccc([N+](=O)[O-])c1 returned ROS inducer 1.
Screening Cc1cc(-c2onc(C)c2C(=O)NC(=O)Nc2ccccc2)no1 returned ROS inducer -3.
C[C@@H]1CN([C@H](C)CO)C(=O)c2cc(NC(=O)Nc3ccc(C(F)(F)F)cc3)ccc2O[C@@H]1CN(C)Cc1ccc(-c2ccccc2)cc1 was read as ROS inducer -7.
For C[C@@H]1CN([C@H](C)CO)C(=O)c2cc(NC(=O)Nc3ccc4c(c3)OCO4)ccc2O[C@@H]1CN(C)Cc1ccc(C(=O)Nc2ccccc2N)cc1 the results were ROS inducer -7.

The list continues.
For C[C@H]1CN([C@@H](C)CO)C(=O)c2cc(NC(=O)NC3CCCCC3)ccc2O[C@@H]1CN(C)Cc1ccc(C(=O)O)cc1 the results were ROS inducer 10.
For CC(C)(C)c1ccc(NC(=O)NC2CCCc3ccccc32)cc1 (stereo unspecified) the results were ROS inducer -8.
`Cc1ccc(S(=O)(=O)Nc2cccc3c2O[C@H](CN(C)C(=O)Nc2ccc4c(c2)OCO4)[C@@H](C)CN([C@@H](C)CO)C3=O)cc1` gave ROS inducer 25.
`CC1CN(C(=O)C2CCCCC2)C(C)CN1C(=O)C1CCCCC1` (stereo unspecified) gave ROS inducer -10.
`C[C@@H]1CN([C@H](C)CO)C(=O)c2cccc(NC(=O)c3ccc(-c4nccs4)cc3)c2O[C@@H]1CN(C)S(=O)(=O)c1ccccc1` gave ROS inducer 1.
For COC(=O)c1ccc(-n2nnnc2SCCCC(=O)c2ccc(F)cc2)cc1 the results were ROS inducer -7.
Screening C=CC[n+]1ccc(/C=C/c2ccccc2O)c2ccccc21 returned ROS inducer 17.
For C[C@@H]1CN([C@H](C)CO)C(=O)c2cc(NS(=O)(=O)c3cn(C)cn3)ccc2O[C@@H]1CN(C)CC1CC1 the results were ROS inducer -5.
`COc1ccc(C)cc1S(=O)(=O)N1CCCC(C(N)=O)C1` (stereo unspecified) gave ROS inducer -9.
`Cc1cc(C(=O)Nc2cccc3c2O[C@@H](CN(C)Cc2ccc(C(F)(F)F)cc2)[C@@H](C)CN([C@@H](C)CO)C3=O)n(C)n1` gave ROS inducer 30.
`COc1ccc(CCNC(=O)c2nc3ncccn3n2)cc1OC` gave ROS inducer -1.
Cc1ccc(S(=O)(=O)Nc2ccc3c(c2)C(=O)N([C@H](C)CO)C[C@@H](C)[C@H](CN(C)Cc2ccc(Oc4ccccc4)cc2)O3)cc1 was read as ROS inducer 31.
For C[C@H]1CN([C@@H](C)CO)C(=O)CCCn2nncc2CO[C@@H]1CN(C)Cc1ccc(-c2ccccc2)cc1 the results were ROS inducer 58.
Screening Cc1ccc(Cn2c(C(=O)NCc3ccccc3)cc3sccc32)cc1 returned ROS inducer -9.
COc1ccc(S(=O)(=O)Nc2cccc3c2O[C@H](CN(C)S(=O)(=O)c2cccs2)[C@H](C)CN([C@H](C)CO)C3=O)cc1 was read as ROS inducer -2.
C[C@@H]1CN([C@H](C)CO)C(=O)Cc2cc(N(C)C)ccc2O[C@@H]1CN(C)Cc1ccc(C(=O)O)cc1 was read as ROS inducer -5.
`CCOC(=O)c1cc(C#N)c(Sc2n[nH]c(C(C)(C)C)n2)nc1C(F)(F)F` gave ROS inducer 11.
For O=C(CCCn1ncn2c(cc3occc32)c1=O)NCCc1ccccc1 the results were ROS inducer 8.
For Cc1ccc2nc(-c3ccc(NC(=O)[C@@H]4CCCC[C@@H]4C(=O)O)cc3)sc2c1 the results were ROS inducer 12.
Cc1ccc(S(=O)(=O)N(C)C[C@H]2Oc3ccc(NC(=O)CCCN(C)C)cc3C(=O)N([C@@H](C)CO)C[C@H]2C)cc1 was read as ROS inducer -14.
For Cc1ccc(S(=O)(=O)Nc2ccc3c(c2)CC(=O)N([C@@H](C)CO)C[C@H](C)[C@H](CN(C)Cc2ccc4c(c2)OCO4)O3)cc1 the results were ROS inducer 27.
`C[C@H]1CN([C@@H](C)CO)C(=O)CCCn2cc(nn2)CO[C@H]1CN(C)Cc1ccc(O)cc1` gave ROS inducer -17.
`COc1ccccc1NC(=O)C1=C(C)Nc2ncnn2C1c1cc(Br)c(O)c(OC)c1` (stereo unspecified) gave ROS inducer 3.
CO[C@@H]1[C@@H](OC(N)=O)[C@@H](O)[C@H](Oc2ccc3c(O)c(NC(=O)c4ccc(O)c(CC=C(C)C)c4)c(=O)oc3c2C)OC1(C)C was read as ROS inducer 19.
`COc1ccc(S(=O)(=O)Nc2ccc3c(c2)C(=O)N([C@H](C)CO)C[C@H](C)[C@@H](CN(C)S(=O)(=O)c2cn(C)cn2)OCCCC[C@@H](C)O3)cc1` gave ROS inducer 2.
Screening C[C@H]1CN([C@@H](C)CO)C(=O)Cc2cc(NC(=O)Nc3cccc4ccccc34)ccc2O[C@H]1CN(C)Cc1ccc(C(=O)Nc2ccccc2N)cc1 returned ROS inducer 60.
`COc1ccc(C2CC(=O)Nc3cc4c(cc32)OCO4)cc1` (stereo unspecified) gave ROS inducer -11.
Screening COc1cc(/C=N/NC(=O)c2cccc(C(=O)NO)c2)c([N+](=O)[O-])cc1OC returned ROS inducer 11.
`C[C@H](CO)N1C[C@H](C)[C@H](CN(C)Cc2ccncc2)Oc2c(NC(=O)Nc3ccc(F)cc3)cccc2C1=O` gave ROS inducer 0.
Screening C[C@H](CO)N1C[C@H](C)[C@H](CN(C)Cc2ccc(Oc3ccccc3)cc2)Oc2ccc(NC(=O)CCCN(C)C)cc2CC1=O returned ROS inducer 12.
For CC(C)NC(=O)Nc1ccc2c(c1)CC(=O)N([C@@H](C)CO)C[C@@H](C)[C@@H](CN(C)S(=O)(=O)c1ccccc1)O2 the results were ROS inducer -5.
Screening CN(C)c1ccc(C(=C2C=CC(=[N+](C)C)C=C2)c2ccc(N(C)C)cc2)cc1 returned ROS inducer 341*.
`COc1cc(CNC(C)(C)C)ccc1OCC(=O)NC(C)(C)C` gave ROS inducer -27.
Screening CC(=O)Nc1cccc(Oc2ncnc3scc(-c4ccc(C(C)C)cc4)c23)c1 returned ROS inducer 11.
`O=C(CSc1nnc(-c2ccncc2)n1-c1ccccc1)Nc1ccc(OC(F)(F)F)cc1` gave ROS inducer -1.
CCOC(=O)c1cc(CSc2n[nH]c(=O)n2-c2ccccc2)nn1C(C)(C)C was read as ROS inducer inconclusive.
`COC(=O)c1ccccc1NC(=O)c1ccc(NC(=O)C2CCCO2)cc1` (stereo unspecified) gave ROS inducer 6.
C[C@@H]1CCCCO[C@H](CN(C)S(=O)(=O)c2ccc(F)cc2)[C@@H](C)CN([C@H](C)CO)C(=O)c2cc(N(C)C)ccc2O1 was read as ROS inducer 44.
For C[C@H]1CN([C@@H](C)CO)C(=O)c2cc(NC(=O)CCCN(C)C)ccc2O[C@@H]1CN(C)Cc1ccc(-c2ccccc2)cc1 the results were ROS inducer -2.
O=C(NCc1ccco1)c1cccnc1-c1nc2ccccc2s1 was read as ROS inducer -19.
For C[C@@H]1CN([C@@H](C)CO)C(=O)Cc2cc(NC(=O)CCC(F)(F)F)ccc2O[C@@H]1CN(C)S(=O)(=O)c1ccc(Cl)cc1 the results were ROS inducer 4.
Screening COc1ccc(S(=O)(=O)N(C)C[C@@H]2Oc3c(NC(=O)NC4CCCCC4)cccc3C(=O)N([C@H](C)CO)C[C@H]2C)cc1 returned ROS inducer 13.
For COc1ccc(OC)c(NS(=O)(=O)c2ccccc2)c1 the results were ROS inducer 2.
Screening N#Cc1ccc(NC(=O)c2ccc(Br)o2)cc1 returned ROS inducer -6.
Screening C[C@H]1CN([C@@H](C)CO)C(=O)c2cc(NC(=O)NC3CCCCC3)ccc2O[C@H]1CN(C)C returned ROS inducer -8.
Screening Clc1cc(Cl)cc(OCc2nn[nH]n2)c1 returned ROS inducer -4.
For Cc1cc(/C=C(/C#N)S(C)(=O)=O)c2c(C)ccc(C(C)C)cc1-2 the results were ROS inducer 85*.
Screening O=NC(=O)c1cccc(C(=O)NNC=C2C=CN(O)C=C2)c1 returned ROS inducer -5.
For CCn1c(SCC(=O)c2ccccc2)nc2sc3c(c2c1=O)CCC3 the results were ROS inducer 6.
For C[C@H](CO)N1C[C@H](C)[C@H](CN(C)S(=O)(=O)c2ccc(C#N)cc2)Oc2ncc(C#Cc3ccc(F)cc3)cc2C1=O the results were ROS inducer 32.
Screening C[C@@H]1CN([C@H](C)CO)C(=O)c2cc(NC(=O)C3CC3)ccc2O[C@H]1CN(C)C returned ROS inducer 40.
`C[C@H](CO)N1C[C@H](C)[C@H](CN(C)S(=O)(=O)c2ccc(Cl)cc2)Oc2ccc(NC(=O)C3CC3)cc2CC1=O` gave ROS inducer 123*.
For COc1ccc(S(=O)(=O)N(C)C[C@H]2Oc3ccc(NC(=O)Cc4ccccc4)cc3C(=O)N([C@@H](C)CO)C[C@@H]2C)cc1 the results were ROS inducer 2.
C[C@@H]1CN([C@@H](C)CO)C(=O)c2cc(N(C)C)ccc2O[C@H]1CN(C)S(=O)(=O)c1cn(C)cn1 was read as ROS inducer -6.
Screening C[C@H]1CN([C@@H](C)CO)C(=O)CCCn2nncc2CO[C@@H]1CN(C)C(=O)Nc1cccc(C(F)(F)F)c1 returned ROS inducer 9.
Screening COc1cc(S(=O)(=O)NCc2cccnc2)ccc1F returned ROS inducer -10.
`C[C@@H]1CN([C@H](C)CO)C(=O)c2cc(NC(=O)Nc3ccccc3)ccc2O[C@@H]1CN(C)Cc1ccc(C(=O)O)cc1` gave ROS inducer -3.
Screening Cc1ccccc1NC(=O)NCCc1ccccc1 returned ROS inducer -1.
Screening O=C(NO)c1cccc(C(=O)N/N=C/c2ccc([N+](=O)[O-])c(O)c2)c1 returned ROS inducer -1.
For COc1ccc(OC)c(NC(=O)CC2NCCNC2=O)c1 (stereo unspecified) the results were ROS inducer -3.
NC(=O)c1cccn1Cc1ccc(Cl)cc1 was read as ROS inducer 0.
`COc1ccc(-n2c(-c3ccc(Cl)cc3)n[nH]c2=S)cc1` gave ROS inducer 22.
CC(C)NC(=O)N(C)C[C@@H]1Oc2ccc(NS(=O)(=O)c3ccccc3)cc2CC(=O)N([C@H](C)CO)C[C@H]1C was read as ROS inducer -3.

A section taken from the entries so far, for reference:
For C[C@@H]1CN([C@@H](C)CO)C(=O)Cc2cc(NC(=O)CCC(F)(F)F)ccc2O[C@@H]1CN(C)S(=O)(=O)c1ccc(Cl)cc1 the results were ROS inducer 4.
Screening COc1ccc(S(=O)(=O)N(C)C[C@@H]2Oc3c(NC(=O)NC4CCCCC4)cccc3C(=O)N([C@H](C)CO)C[C@H]2C)cc1 returned ROS inducer 13.
For COc1ccc(OC)c(NS(=O)(=O)c2ccccc2)c1 the results were ROS inducer 2.

Source: PubChem

An excerpt (hit frequency here may not be typical).
